High-throughput results from PubChem BioAssay.
TAG inh – reduces triacylglycerol accumulation in H9c2 cells | 0.66% of 230,000 active | Nile Red lipid (TAG) fluorescence; cells loaded with 200 µM oleic acid | inhibition, % at 12.5 µM | AID 651582;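 active = pattern-corrected inhibition of lipid staining of at least 50% with the nuclear-stain viability signal not falling by more than 50%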;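 also: 0% = DMSO wells and 100% = triacsin C control wells; some results filed as inactive read as strong as hits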
TAG inh DAPI viability – further read-out of TAG inh, marked with its call; DAPI nuclei signal change (viability), lower = more cytotoxic, %;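 whole-well DAPI fluorescence read on a plate reader as a viability signal; minus 50 percent equals half of cells still viable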
* = called active by the depositor. Only part of the results is shown, so the mix of outcomes need not match the whole.

SMILES | TAG inh | TAG inh DAPI viability
COC(=O)c1sc2ccccc2c1-n1cccc1C(=O)C(=O)Nc1ccc(Cl)cc1 | -2 | -3
COc1ccc2nc(Nc3ccccc3OC)sc2c1 | -1 | 0
CC(=O)c1ccc(OCC(=O)Nc2ccc(N3CCCCC3)cc2)cc1 | -9 | 12
C=CCNC(=O)NC(=O)COC(=O)c1ccccc1Sc1ccc(C(F)(F)F)cc1[N+](=O)[O-] | -16 | -8
OCC[C@@H]1C[C@@H](O)[C@H](O)[C@@]2(CCCCO2)O1 | -10 | -7
Nc1ccc(Nc2nc(-c3cccs3)cs2)cc1 | -1 | 8
O=c1[nH]c2ccccc2c(O)c1Cc1ccccc1 | 7 | -10
O=C(CN1C(=O)C2CC=CCC2C1=O)NCc1ccc2c(c1)OCO2 (configuration not stated) | 2 | -3
COc1ccc(C(C)=O)cc1Cn1c(C)c(C(=O)NCc2cccc(Cl)c2)sc1=O | 10 | -14
COc1cc(OC)cc(C(=O)Nc2ccc(Nc3ccccc3)cc2)c1 | -7 | 2
CC(=O)Nc1ccccc1NC(=O)C/C(C)=N/NC(=O)c1ccncc1 | 1 | -5
COc1ccc(-n2nnnc2SCC(N)=O)cc1 | -21 | 9
O=C(O)CCCN1C(=O)C2C3CCC(C3)C2C1=O (configuration not stated) | -4 | -5
CCCCCn1nc(C(=O)N(CC)c2c(N)n(CCCC)c(=O)[nH]c2=O)c2ccccc2c1=O | 5 | -9
Cc1nc2ccc(C(=O)NC(C)(C)C)cn2c1N(C)C(=O)CCc1ccccc1 | -6 | 9
CCn1c(-c2nn(C)c(C)c2Cl)n[nH]c1=S | 18 | -14
Cc1ncc([N+](=O)[O-])n1CCO | 6 | 1
O=C(COC(=O)CCC1CCCC1)Nc1ccccc1Sc1ccccc1 | -10 | 0
C[C@H]1CN([C@@H](C)CO)C(=O)CCCn2nncc2CO[C@H]1CN(C)S(=O)(=O)c1ccc(Oc2ccccc2)nc1 | 7 | -6
CN(C)C(=O)CCc1ccc2c3c([nH]c2c1)[C@]1(CCc2ccccc2)[C@@H](C(=O)N2CCCCC2)C[C@H](CC(=O)NCCCn2ccnc2)C(=O)N1CC3 | -9 | 10
Nc1nonc1-n1nnc(C(=O)N/N=C/c2ccc(O)cc2)c1COc1ccc(F)cc1 | 7 | 2
CN=c1scc(C)n1/N=C/c1cc(Br)c(O)c(Br)c1 | -14 | 4
S=C(c1ccc(-c2ccc(Br)cc2)o1)N1CCCCC1 | -8 | -1
COc1ccccc1C=NN1C(=O)CSC1=S | 0 | -3
CCn1nc(C(=O)OCC(=O)N2CC(=O)Nc3ccccc32)c2ccccc2c1=O | 13 | -9

New compounds follow.
SMILES | TAG inh | TAG inh DAPI viability
CCOC(=O)[C@H]1[C@H]2COc3ccc(C)cc3[C@@H]2N2C(=O)CN(C)C(=O)[C@@]12C | -9 | 1
Cc1ccc2[nH]c(=O)c(CN(CCc3ccccc3)C(c3nnnn3Cc3ccco3)C(C)C)cc2c1 (configuration not stated) | 27 | 2
CCN(CC)CC#CCOC(c1ccccc1)c1ccccc1 | -2 | 27
Cc1ccc(S(=O)(=O)N(C)C)cc1NC(=O)C(C)OC(=O)c1ccc2c(=O)n3c(nc2c1)CCC3 (configuration not stated) | -1 | 1
CN1C(C(=O)NCC2CC2)CC2Cn3c(nc4cc(Cl)c(Cl)cc43)C21 (configuration not stated) | -21 | -15
Cc1c(Nc2ccc3nonc3c2[N+](=O)[O-])c(=O)n(-c2ccccc2)n1C | -14 | 3
CC(C(=O)NCCC1=CCCCC1)c1ccc([N+](=O)[O-])cc1 (configuration not stated) | -17 | 11
Nc1ccc2c(c1)C(=O)CCC2 | 5 | -1
CC(Sc1ccc(S(=O)(=O)N2CCCC2)cn1)C(N)=O (configuration not stated) | -8 | -13
CCCNC(=O)C(Cc1ccc(C(F)(F)F)cc1)NC(=O)c1ccc(C#N)cc1 (configuration not stated) | -16 | -10
Cc1nc(-c2cccc(NC(=O)c3cc4cc(Br)ccc4oc3=O)c2)cs1 | -2 | 11
CCC1(C)Cc2ccccc2-c2nc(NCCCO)[nH]c(=O)c21 (configuration not stated) | 8 | 20
COC(=O)CC(c1ccc(F)cc1)n1c(C)ccc1C (configuration not stated) | 3 | -9
CNC(=O)N(O)C1N(/N=C/c2cccs2)C(=S)SC1(C)C (configuration not stated) | 1 | -6
Nc1nc(=S)c2ncn(C3OC(CO)CC3O)c2[nH]1 (configuration not stated) | -2 | 2
O=C(O)c1ccccc1CSC1=NCCS1 | -1 | 2
CCC(C)[C@H](NC(=O)NCc1ccco1)C(=O)OC (some centres not stated) | -7 | 10
CC(C)=CC(=O)OCC(=O)Nc1cccc([N+](=O)[O-])c1 | 2 | 1
COc1ccc(-c2ccc(CN3C(CC(C)C)C(=O)N(Cc4cn(CCC5OCCCO5)nn4)CCS3(=O)=O)cc2)cc1OC (configuration not stated) | 13 | -4
COC(=O)c1sccc1NC(=O)Nc1cccc(OC)c1 | -5 | -2
CCCCCOc1ccc(N2C(=O)CC(N(O)c3ccccc3)C2=O)cc1 (configuration not stated) | 5 | 2
O=C(O)C1C2C=CC(C2)C1C(=O)Nc1nccs1 (configuration not stated) | 5 | -1
Cc1cc(C)nc(SCCC(=O)N2CCOCC2)n1 | -14 | -2
CC(=O)c1cc(Cl)ccc1OCC(=O)NC1CCCC1 | 7 | -1
N#CC(=C(O)CN1CCN(c2ccccc2F)CC1)c1nc(-c2ccc(Cl)cc2)cs1 | 9 | 9

Some values from the results shown.
TAG inh DAPI viability with O=C(O)c1ccccc1CSC1=NCCS1 : 2
TAG inh DAPI viability with COC(=O)c1sccc1NC(=O)Nc1cccc(OC)c1 : -2
TAG inh DAPI viability with CCC(C)[C@H](NC(=O)NCc1ccco1)C(=O)OC (some centres not stated) : 10

Returning to the listing, repeating the 7 entries before the break.
SMILES | TAG inh | TAG inh DAPI viability
COc1ccc(-c2ccc(CN3C(CC(C)C)C(=O)N(Cc4cn(CCC5OCCCO5)nn4)CCS3(=O)=O)cc2)cc1OC (configuration not stated) | 13 | -4
COC(=O)c1sccc1NC(=O)Nc1cccc(OC)c1 | -5 | -2
CCCCCOc1ccc(N2C(=O)CC(N(O)c3ccccc3)C2=O)cc1 (configuration not stated) | 5 | 2
O=C(O)C1C2C=CC(C2)C1C(=O)Nc1nccs1 (configuration not stated) | 5 | -1
Cc1cc(C)nc(SCCC(=O)N2CCOCC2)n1 | -14 | -2
CC(=O)c1cc(Cl)ccc1OCC(=O)NC1CCCC1 | 7 | -1
N#CC(=C(O)CN1CCN(c2ccccc2F)CC1)c1nc(-c2ccc(Cl)cc2)cs1 | 9 | 9
COc1ccc(C(=O)N2CCN(c3ccc(C(C)=O)cc3F)CC2)cc1S(=O)(=O)NC1CC1 | -14 | -4
COc1ccc(N(CC(=O)NCc2ccccc2OC)S(=O)(=O)c2c(C)nn(C)c2C)cc1 | -5 | 3
CC(C)C[C@H]1COc2cc(Br)ccc2S(=O)(=O)N1 | -11 | -11
CONC(=O)C1CCN(C(=O)OCc2ccccc2)CC1 | -1 | 3
O=C(/C=C/c1c(F)cccc1Cl)N1CCOCC1 | -8 | -3
Brc1ccccc1C1Nc2cccc3cccc(c23)N1 | 16 | -3
COc1ccc(N(C)S(=O)(=O)c2cccc(C(=O)NC3CCC(C)CC3)c2)cc1 (configuration not stated) | 4 | -8
O=C(Cn1cc[n+](Cc2ccccc2)c1)c1ccc([N+](=O)[O-])cc1 | -25 | 3
Cc1cc(C)cc(NC(=O)CCCSc2nc3ccccc3[nH]2)c1 | -1 | 15
COc1ccc(S(=O)(=O)N2CCOC2CNC(=O)C(=O)NCCCn2ccnc2)cc1OC (configuration not stated) | 5 | -4
OC(c1ccc(Cl)c(F)c1)c1ncc(-c2cccc(F)c2)[nH]1 (configuration not stated) | -27 | 15
CCCCCn1c(=NC(=O)c2cccnc2)c(C#N)cc2c(=O)n3cccc(C)c3nc21 | 13 | 48
CCN(CC)CCSC(=O)C(c1ccccc1)c1ccccc1 | -30 | 5
CO/N=C/c1ccc(Sc2ccccc2N)c([N+](=O)[O-])c1 | 11 | -10
COc1ccc(CN2CCN(Cc3c[nH]c4ccccc34)CC2CCO)cc1C (configuration not stated) | 32 | -4
COc1ccc(-c2cnc(C(O)c3ccc(-c4ccccc4)cc3)[nH]2)cc1 (configuration not stated) | -32 | 18
CCc1ccc(Nc2ncc3c(n2)CC(C)CC3=O)cc1 (configuration not stated) | 14 | 3
COC(=O)C1=C(CN2CCc3ccccc32)NC(=O)NC1c1cc(C)ccc1C (configuration not stated) | -8 | -2
c1coc(-c2cc(C3CCNCC3)[nH]n2)c1 | -3 | 14
COc1cc(CNCCCCO)ccc1OCc1ccccc1F | 5 | 7
CC1CCC2(CC1)NC(=O)N(NC(=O)c1ccc(OC(C)C)cc1)C2=O (configuration not stated) | -5 | 13
Cc1cc(C(=O)NP(=O)(N2CCOCC2)N2CCOCC2)c(C)n1-c1ccc(Br)cc1 | 12 | -11
Cc1cccc(/N=C/c2ccccn2)n1 | 3 | -7
COc1ccccc1Nc1ncnc2c1cnn2-c1cccc(C)c1 | 6 | 14
CC(C)c1nnc(SCC(=O)N2CCc3ccccc32)n1N | -20 | 6

5 compounds already listed, sorted by molar mass, falling:
SMILES | TAG inh | TAG inh DAPI viability
N#CC(=C(O)CN1CCN(c2ccccc2F)CC1)c1nc(-c2ccc(Cl)cc2)cs1 | 9 | 9
CCCNC(=O)C(Cc1ccc(C(F)(F)F)cc1)NC(=O)c1ccc(C#N)cc1 (configuration not stated) | -16 | -10
COc1ccc(CN2CCN(Cc3c[nH]c4ccccc34)CC2CCO)cc1C (configuration not stated) | 32 | -4
CC(C)C[C@H]1COc2cc(Br)ccc2S(=O)(=O)N1 | -11 | -11
OCC[C@@H]1C[C@@H](O)[C@H](O)[C@@]2(CCCCO2)O1 | -10 | -7

(more compounds)
SMILES | TAG inh | TAG inh DAPI viability
COc1ccc(N2CCN(C(=O)CCc3ccc(S(=O)(=O)NCC(C)C)cc3)CC2)cc1 | -11 | 3
CC(=O)Nc1nc2ccccc2[nH]1 | 24 | -7
Cc1ccc(NC(=O)CCSc2nnc3ccccn23)cc1 | -11 | -1
CCCN1C(=O)/C(=C/c2ccc(C)s2)NC1=S | -7 | 4
CC(C)N(Cc1nc(-c2ccccc2)no1)C(=O)COc1ccccc1 | -8 | -9
O=C(CCN1CCN(Cc2ccccc2)CC1)Nc1ccccc1Cl | 0 | 4
COc1ccc(CNC(=O)C2CCCN(S(=O)(=O)c3ccc(F)cc3)C2)cc1 (configuration not stated) | -2 | 12
O=[n+]1c2c(n([O-])c3cc(Cl)ccc31)CCCC2 | 7 | 4
CCOc1ccc(NC(=O)CC2C(=O)N(c3ccc(OC)c(Cl)c3)C(=S)N2C2CC2)cc1 (configuration not stated) | 5 | 1
COc1cc2c(cc1OC)CC(=O)NC=C2 | -4 | 0
Cc1ccc(NC(=O)COC(=O)c2ccccc2Nc2ccccc2)cc1 | -20 | 4
CN(Cc1ccc(OCC(O)CN2CCCCC2)cc1)Cc1ccnc2ccccc12 (configuration not stated) | -27 | 20
O=C(NC(Cc1ccccc1)C(=O)NC1CC1)OCc1ccccc1 (configuration not stated) | -1 | -7
COCCNc1oc(-c2ccco2)nc1S(=O)(=O)c1ccccc1 | 6 | 6
CCOc1ccc(C(=O)COC(=O)Cn2[nH]c(=O)c3ccccc3c2=O)cc1 | 6 | 5
CCS(=O)(=O)Nc1c(C(=O)O)[nH]c2ccccc12 | 2 | -7
O=C(COC(=O)c1cc(=O)[nH]c(=O)[nH]1)Nc1cccc(S(=O)(=O)N2CCCCC2)c1 | 1 | -6
CC(C)n1cnc2c(NCc3ccccc3)cc(OCC3CCN(C)CC3)cc21 | 9 | -26
O=C(OCC#CCSc1nnc(-c2ccc(Br)cc2)o1)c1ccco1 | 3 | -14
COc1ccc(Cl)cc1CN1CCOCC1 | 8 | 3
Oc1ccc(Cl)cc1CNCc1ccc(F)cc1 | 16 | 0
Cc1cc(C)c2nc(N3CCC(C(=O)NCc4ccccn4)CC3)sc2c1 | -3 | 2
CCN1C(=O)C(O)(CC(=O)c2cccc(-n3cccc3)c2)c2ccccc21 (configuration not stated) | 9 | 0
CCOc1ccc(CCNC(=O)c2c(C)nn(-c3ccccc3)c2Cl)cc1OCC | 38 | -7
COc1ccc(-c2nc(CCNC(=O)c3ccco3)cs2)cc1OC | -16 | 4

Fetched one by one from above:
SMILES | TAG inh | TAG inh DAPI viability
CCCN1C(=O)/C(=C/c2ccc(C)s2)NC1=S | -7 | 4
O=[n+]1c2c(n([O-])c3cc(Cl)ccc31)CCCC2 | 7 | 4
Cc1ccc(NC(=O)COC(=O)c2ccccc2Nc2ccccc2)cc1 | -20 | 4
O=C(CCN1CCN(Cc2ccccc2)CC1)Nc1ccccc1Cl | 0 | 4
CN(Cc1ccc(OCC(O)CN2CCCCC2)cc1)Cc1ccnc2ccccc12 (configuration not stated) | -27 | 20

(more compounds)
SMILES | TAG inh | TAG inh DAPI viability
Cc1ccc(CNCc2cccnc2)cc1 | -11 | 4
C=CCN(CC=C)CCOc1ccccc1F | -1 | -6
COc1ccc(CNC(=O)C[C@H]2C[C@H](C(=O)N(C(C)C)C(C)C)[C@@]3(C)c4[nH]c5cc(-c6ccco6)ccc5c4CCN3C2=O)cc1OC | 10 | -3
O=C(NCC1(O)CCCCC1)C1CCC(=O)N(CCc2ccccc2)C1 (configuration not stated) | -7 | -4
Oc1ccc(C(=S)N2CCCCCC2)cc1 | 1 | -9
O=C(CSc1ncccn1)NC1CCCc2ccccc21 (configuration not stated) | 4 | 2
O=C(Nc1nnc(-c2ccccc2SCc2ccccc2)s1)Nc1ccccc1F | 30 | -6
O=C(NCCc1c[nH]c2ccccc12)/C(=C/c1cccnc1)NC(=O)c1ccco1 | -1 | -11
O=C(C1CCN(C2CC(=O)N(c3ccc(F)cc3)C2=O)CC1)N1CCOCC1 (configuration not stated) | -27 | 14
CCN(c1cccc(C)c1)c1ncnc2nc[nH]c12 | 2 | -10
